GASC-1 inh: human JMJD2C demethylase inhibition; inhibition, % at 2.35 µM; GST-JMJD2C(1-420) H3K9me3 demethylation, DELFIA europium; 0.069% of 330,000 active;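 active = more than half of a compound's replicate wells show inhibition beyond 50%, single wells judged on their own value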;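 also: signal counts dimethyl H3K9 product captured on neutravidin plate; 0% = median of DMSO wells and 100% = 0.3 times that DMSO median; strong numbers were not always called active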
core dimer inh: blocks dimerization of HCV core protein. TR-FRET GST/Flag-core106 dimerization, 1536-well. inhibition, % at 5 µM. 0.33% of 300,000 active. AID 1899;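 active = inhibition above the mean of all tested compounds plus 3 SD, set per screening campaign, cut at about 45% in these data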
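Assay system: tagged HCV core106 pair (GST and Flag); medium: KF-containing HEPES buffer, pH 7.45, DTT, CHAPS, BSA; also added: Eu donor and XL665 acceptor anti-tag antibodies; dosing: 5 µM single dose; timing: compound-protein-antibody incubation 4 h at 22.5 °C; signal: TR-FRET 671 and 617 nm emission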
EBNA-1 inh: blocks EBNA-1 binding to DNA; EBNA-1 DNA binding, fluorescence polarization; inhibition, % at 14.8 µM; 0.34% of 300,000 active; in the data active = inhibition above about 28%
CTSL1 counter: counter-screen for PFM18AAP inhibitors: inhibitors of F. hepatica cathepsin L1; inhibition, % at 5.96 µM; recombinant F. hepatica cathepsin L1, Z-Leu-Arg-MCA fluorescence; AID 1906; 0.49% of 300,000 active;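 active = inhibition above the mean of all tested compounds plus 3 SD, set per screening campaign, cut at about 17% in these data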;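 also: 0% = plate median of test compound wells and 100% = 1 µM Z-Phe-Ala-diazomethylketone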
PP1 inh: PP1-alpha (human) inhibition in PP5 counter-screen; inhibition, % at 6.7 µM; P62136; 0.9% of 320,000 active; purified PP1alpha, OMFP fluorescence; AID 2235;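 active = inhibition above the mean inhibition of all tested compounds plus 3 SD, computed separately for each screening campaign, cut at about 15% in these data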
Target sequence (P62136 whole entry, looked up): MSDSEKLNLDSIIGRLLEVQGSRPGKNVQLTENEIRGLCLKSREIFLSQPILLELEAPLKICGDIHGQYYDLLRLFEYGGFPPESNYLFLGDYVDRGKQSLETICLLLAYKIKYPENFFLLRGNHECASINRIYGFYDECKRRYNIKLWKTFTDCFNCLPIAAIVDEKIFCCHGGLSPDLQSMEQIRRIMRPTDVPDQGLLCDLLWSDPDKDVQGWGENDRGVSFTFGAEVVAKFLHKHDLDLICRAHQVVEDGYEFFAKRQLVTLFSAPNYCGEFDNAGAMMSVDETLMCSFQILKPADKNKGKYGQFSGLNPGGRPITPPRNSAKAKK
TPT1 inhibitor: C. albicans TPT1 enzyme inhibition | 0.81% of 300,000 active | inhibition, % at 5 µM | AID 1962 | recombinant caTPT1, FP RNA substrate dephosphorylation;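 active = inhibition above the mean of all tested compounds plus 3 SD, set per screening campaign, cut at about 24% in these data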;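 also: plate controls were DMSO alone for no effect and ferristatin control at 100 nM for full effect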
PP5 inh: blocks human protein phosphatase 5 activity. inhibition, % at 6.7 µM. AID 1987. 0.18% of 320,000 active. purified PP5c, OMFP substrate fluorescence;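 active = inhibition above the campaign's mean inhibition across all tested compounds plus 3 SD, cut at about 9.5% in these data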;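 also: 0% = DMSO only and 100% = 100 µM cantharidin control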
Target sequence (P53041 whole entry, looked up): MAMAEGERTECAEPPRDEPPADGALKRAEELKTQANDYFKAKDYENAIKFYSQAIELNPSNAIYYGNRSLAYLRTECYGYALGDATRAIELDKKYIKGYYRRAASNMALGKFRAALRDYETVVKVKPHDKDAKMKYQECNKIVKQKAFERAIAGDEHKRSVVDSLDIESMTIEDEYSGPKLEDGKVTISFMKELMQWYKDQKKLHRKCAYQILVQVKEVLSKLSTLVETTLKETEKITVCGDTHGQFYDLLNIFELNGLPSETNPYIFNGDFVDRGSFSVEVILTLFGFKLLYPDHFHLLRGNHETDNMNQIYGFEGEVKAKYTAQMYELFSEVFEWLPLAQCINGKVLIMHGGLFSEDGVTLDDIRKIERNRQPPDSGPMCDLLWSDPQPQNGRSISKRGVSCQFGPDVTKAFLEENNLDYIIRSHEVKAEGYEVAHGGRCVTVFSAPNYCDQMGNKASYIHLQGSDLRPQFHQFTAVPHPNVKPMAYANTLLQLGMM
ZTA counter: counter-screen for EBNA-1 inhibitors: inhibitors of Epstein-Barr virus ZTA | P03206 | AID 2234 | ZTA-DNA binding, fluorescence polarization | 0.15% of 320,000 active | inhibition, % at 11 µM; in the data active = inhibition above about 33%
Target sequence (P03206 whole entry, looked up): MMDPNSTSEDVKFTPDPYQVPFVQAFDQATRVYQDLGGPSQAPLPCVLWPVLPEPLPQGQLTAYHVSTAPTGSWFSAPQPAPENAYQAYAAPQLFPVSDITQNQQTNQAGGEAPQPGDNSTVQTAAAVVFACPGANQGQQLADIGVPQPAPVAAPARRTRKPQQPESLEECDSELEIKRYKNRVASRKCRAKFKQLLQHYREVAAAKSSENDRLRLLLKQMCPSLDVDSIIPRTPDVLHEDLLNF
CR mimetic SO: caloric restriction mimetics inhibiting age-related superoxide in yeast | S. cerevisiae aged cells, superoxide DHE fluorescence; stronger effect = lower value | superoxide response (% of plate mean), % at 10 µM | 0.18% of 330,000 active;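 active = superoxide response under a set limit, about three screen SD below normal, cut at about 65% in these data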;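 also: yeast aged for seven days with compound at 30 °C before DHE staining; 100% = average MFI of all compound-treated wells on the plate with controls excluded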
The depositor's hits bear a star; i = inactive; x = no result given; & = joins results of further samples. Compounds were not picked by outcome; about 3.1% have a hit in one of these screens.

SMILES | GASC-1 inh | core dimer inh | EBNA-1 inh | CTSL1 counter | PP1 inh | TPT1 inhibitor | PP5 inh | ZTA counter | CR mimetic SO
COc1ccc2c(c1)Cc1sc(NC(=O)c3ccco3)nc1-2 | 2 | -9 | -2 | 2 | -2 | -4 | 3.4 | 3 | 112
COc1cc(Cl)ccc1OCc1cc(C(=O)N2CC[C@@H]3CCCC[C@H]3C2)no1 | -15 | 8 | 0 | 3 | 2 | 0 | 2.5 | 4 | 91
O=C1/C(=C/c2ccccc2F)SC(=S)N1CC(=O)N1CCCCC1c1cccnc1 (centres undefined) | 0 | 28 | 8 | 1 | 13 | -1 | 1.2 | 11 | 98
O=C(CCn1c(=O)c2ccccc2n(CC(=O)NCCC2=CCCCC2)c1=O)NCc1ccco1 | x | 3 | -10 | 0 | 2 | 9 | 2.6 | 1 | 106
O=C(O)c1cc(NC(=S)NC(=O)C(c2ccccc2)c2ccccc2)ccc1Cl | -6 | 8 | -4 | 0 | 3 | 1 | -1.5 | 3 | 89
COc1ccc(C(=O)COC(=O)CCN2C(=O)C3C4CC(C(Br)C4Br)C3C2=O)cc1 (centres undefined) | 0 | 5 | -2 | 1 | -1 | 0 | 2.8 | 3 | 102
COc1ccc(CNc2nc(=S)[nH]c3cc(OC)c(OC)cc23)cc1 | -6 | 9 | 3 | 3 | 2 | 1 | -0.3 | -4 | 113
CC(c1ccc(Br)cc1)N1CC23C=CC(O2)C(C(=O)O)C3C1=O (centres undefined) | 1 | -1 | 3 | -1 | -1 | 0 | -0.9 | 3 | 92
C=CCn1c(CCC(O)COCCC)n[nH]c1=S (centres undefined) | 7 | 2 | 8 | -2 | 2 | -3 | -1.1 | 12 | 96
CCOC(=O)c1c(NS(C)(=O)=O)sc2c1CCC(C)C2 (centres undefined) | -4 | 25 | 4 | -2 | 1 | -2 | 0.0 | -1 | 75
CCN(Cc1ccccc1)S(=O)(=O)c1cc(C(=O)O)ccc1OC | -8 | -6 | -8 | 1 | 5 | 0 | 0.2 | 8 | 90
C/C(=N\Nc1ccc(C(=O)O)cc1)c1ccc(Cl)s1 | i | -10 | 5 | 4 | 2 | 1 | 1.2 | 22 | 103

Continued; it opens with the two that closed the last part.
SMILES | GASC-1 inh | core dimer inh | EBNA-1 inh | CTSL1 counter | PP1 inh | TPT1 inhibitor | PP5 inh | ZTA counter | CR mimetic SO
CCN(Cc1ccccc1)S(=O)(=O)c1cc(C(=O)O)ccc1OC | -8 | -6 | -8 | 1 | 5 | 0 | 0.2 | 8 | 90
C/C(=N\Nc1ccc(C(=O)O)cc1)c1ccc(Cl)s1 | i | -10 | 5 | 4 | 2 | 1 | 1.2 | 22 | 103
Cc1cc2oc(=O)cc(CN(C)Cc3ccc(OC(F)F)cc3)c2cc1Cl | -3 | -4 | 3 | 1 | 6 | 0 | 5.0 | -7 | 92
N=c1c(C(=O)NCC2CCCO2)cc2c(=O)n3ccccc3nc2n1Cc1cccnc1 (centres undefined) | -8 | 8 | -9 | 1 | 2 | -1 | 1.5 | 15 | 105
CC(C)(CO)NS(=O)(=O)c1ccc2c(c1)C(=O)c1cc(S(=O)(=O)NC(C)(C)CO)ccc1-2 | 2 | -9 | -14 | 1 | -4 | 2 | -0.5 | 0 | 104
CCC(CO)NCc1ccc(OC2CCCC2)cc1 (centres undefined) | -2 | -1 | -2 | -4 | -1 | -1 | 2.5 | -1 | 107
OC(CNCc1ccco1)Cn1c2ccc(Br)cc2c2cc(Br)ccc21 (centres undefined) | -1 | -3 | -2 | 2 | 0 | -2 | 5.2 | -16 | 110
CCC(NS(=O)(=O)c1c(C)[nH]c(=O)[nH]c1=O)C12CC3CC(CC(C3)C1)C2 (centres undefined) | 1 | 7 | -7 | 2 | -2 | 3 | 2.3 | 4 | 102
CC(=O)c1cccc(NC(=O)[C@@H](NC(N)=O)C(C)C)c1 | -10 | 10 | -1 | 3 | -2 | 1 | -1.4 | 14 | 90
O=C(/C=C/c1ccc2c(c1)OCO2)c1ccco1 | -2 | -6 | -1 | 2 | 4 | 0 | 2.0 | -4 | 102
CC(C)Cc1nnc(NS(=O)(=O)c2ccc([N+](=O)[O-])cc2)s1 | -1 | 9 | -7 | -1 | 1 | 5 | -2.0 | 16 | 102
O=C(Cn1cnc2c(nnn2Cc2ccc(F)cc2)c1=O)NCc1ccc2c(c1)OCO2 | -4 | 0 | 1 | -2 | -4 | 0 | 1.4 | 11 | 82
CCCn1c(NC(=O)CN2C(=O)NC3(CCCC3)C2=O)nc2ccccc21 | -7 | -9 | 0 | 1 | -1 | 0 | 0.3 | -6 | 77
CC(C)N1CCc2c(sc(NC(=O)c3nc4ccccc4s3)c2C(N)=O)C1 | -1 | -6 | -3 | 1 | 3 | 19 | 1.0 | -5 | 90

2 successive compounds already listed, for reference:
SMILES | GASC-1 inh | core dimer inh | EBNA-1 inh | CTSL1 counter | PP1 inh | TPT1 inhibitor | PP5 inh | ZTA counter | CR mimetic SO
CCCn1c(NC(=O)CN2C(=O)NC3(CCCC3)C2=O)nc2ccccc21 | -7 | -9 | 0 | 1 | -1 | 0 | 0.3 | -6 | 77
CC(C)N1CCc2c(sc(NC(=O)c3nc4ccccc4s3)c2C(N)=O)C1 | -1 | -6 | -3 | 1 | 3 | 19 | 1.0 | -5 | 90

(further entries)
SMILES | GASC-1 inh | core dimer inh | EBNA-1 inh | CTSL1 counter | PP1 inh | TPT1 inhibitor | PP5 inh | ZTA counter | CR mimetic SO
COCc1cc(C)nc(N2CCCCC2)c1C#N | 1 | 2 | -8 | 0 | -3 | -2 | 4.8 | -10 | 112
C=CCOc1cc(OC)c(OC)c(OC)c1 | -17 | -6 | 10 | 2 | 1 | 1 | 2.9 | -7 | 85
COc1ccccc1CNC(=O)c1[nH]c(C)c(C(C)=O)c1C | 24 | -10 | -14 | -1 | -5 | 3 | 2.2 | -4 | 71
CSc1nc2ccc(NC(=O)C3CCCO3)cc2s1 (centres undefined) | 10 | 1 | 10 | -1 | -3 | -1 | 1.7 | -5 | 99
N#Cc1c(NC(=S)NC(=O)c2ccccc2)sc2c1CCC2 | 5 | 3 | 17 | 2 | -1 | 3 | -0.1 | -4 | 100
CCN(CC(=O)Nc1c(F)cccc1F)C(=O)c1nn(C)c(=O)c2ccccc12 | 0 | x | x | x | 2 | x | 0.3 | 6 | 114
COc1cccc(N2CCN(c3nc(C)cc(=O)[nH]3)CC2)c1 | 5 | -1 | 2 | 4 | -2 | -1 | -0.6 | -6 | 99
CC(C)CCN1CC(O)=C(c2nc(-c3ccc(Cl)cc3)cs2)C1=N | 29 | 10 | 3 | 5 | -3 | -4 | -1.6 | 3 | 111
Cc1ccsc1C(C(=O)NC(C)(C)C)N(Cc1ccco1)C(=O)c1csnn1 (centres undefined) | -9 | 6 | 3 | -1 | 3 | 2 | 0.9 | -3 | 103
O=C(COc1ccc(Cl)cc1)NCc1nnc(SCC(=O)Nc2ccc3c(c2)OCCO3)o1 | 3&22 | 5 | 1 | 1 | 1 | -5 | 1.8 | 5 | 101
CCOc1ccc(-n2c(SCC(=O)Nc3ccc(OC)cc3OC)nc3c(c2=O)SCC3)cc1 | x | 10 | 17 | 2 | 1 | -7 | 1.5 | -12 | 80
Fc1ccc(Nc2ccc(-c3ccc(F)cc3)nn2)cc1 | 7 | 0 | -8 | 3 | 0 | -3 | 2.1 | -9 | 88
Cc1cc(C(=O)NCc2ccc(C(=O)O)o2)c(C)o1 | -5 | -6 | 18 | -2 | 2 | -3 | 3.5 | 4 | 88
CCc1cc2cc3c(cc2nc1SCC(=O)OC(C)C)OCO3 | -12 | -12 | -4 | -2 | 0 | 0 | 4.3 | 5 | 94
CC1=NN(C(N)=S)C(C)(C)C1 | -4 | -3 | -2 | 3 | -2 | -2 | 0.2 | 6 | 67
O=C1OCc2ccc(NC(=O)C3CC3)cc21 | 24 | -5 | 8 | -2 | -3 | -2 | 0.0 | -4 | 90
Cc1cc(C)c2[nH]c(=S)cc(C)c2c1 | -26 | 3 | -20 | 2 | -5 | -4 | 1.9 | -20 | 103
Cc1occc1-c1nnc(SCC(=O)c2c(N)n(Cc3ccccc3)c(=O)n(C)c2=O)n1C | 18&-1 | -3 | 5 | -3 | -2 | -5 | 3.2 | -9 | 94
COC(=O)c1[nH]c2ccc(F)cc2c1NC(=O)CCN1CC(C)OC(C)C1 (centres undefined) | 4 | -2 | 4 | 0 | -2 | 2 | 2.3 | -4 | 111
Cc1ccc(C(=O)NCC(=O)Nc2cccc(C(F)(F)F)c2)cc1 | 7 | -5 | 1 | 3 | 1 | 1 | 1.9 | 3 | 104
O=C(NCc1ccc2c(c1)OCO2)c1c(O)c2cccc3c2n(c1=O)CCC3 | -14 | 0 | -15 | -5 | 0 | -4 | 3.4 | -6 | 95
O=C(Nc1ccccc1N1CCOCC1)c1ccc2c(c1)C(=O)N(Cc1ccncc1)C2=O | -4 | 7 | -10 | -2 | 1 | 0 | 1.6 | 3 | 99
CCOC(=O)N1CCN(C(=O)Cc2ccccc2[N+](=O)[O-])CC1 | 2 | -9 | -13 | 3 | 4 | -2 | 2.9 | -15 | 102
CN1CCN(C(c2ccccc2)c2ccc(Cl)cc2)CC1 (centres undefined) | x | -6 | 5 | -3 | 1 | -1 | 0.6 | 8 | 101
Cc1cc(C)n2ncc(C(=O)O)c2n1 | 1 | -2 | 7 | 1 | -4 | -3 | -2.6 | 6 | 90
CCCN1CCN(CC(=O)Nc2cc(OCC)ccc2OCC)CC1 | 1 | -3 | 4 | -1 | 3 | 3 | -1.2 | 3 | 99
COc1ccccc1C(=O)COC(=O)CNS(=O)(=O)c1ccc(C)c(C)c1 | -3 | 2 | 9 | -54 | 9 | -1 | -2.7 | 1 | 105
Cc1cccc(CSCc2ccc(C(=O)NC3CCCC3)o2)c1 | 1 | 3 | 2 | 0 | 1 | 1 | 2.3 | -2 | 87
CSCC[C@H](NC(=O)OC(C)(C)C)c1nnc(SCc2ccccc2)o1 | 0 | 7 | -9 | 4 | -4 | 4 | 2.2 | 2 | 107
CN(C)/C=N/NC(=O)c1ccccc1 | 1 | -1 | -8 | -2 | 2 | -3 | 2.4 | 15 | 99
CCOc1cc(/C=C2/NC(=O)NC2=O)cc(Br)c1OCc1ccc(C(=O)O)cc1 | -1 | -2 | 4 | 2 | -2 | -1 | 0.7 | 1 | 104
CCc1nc2cc(C)nn2c2nc3ccccc3n12 | -18 | 5 | -9 | 5 | -4 | -1 | -0.1 | -3 | 122
O=c1c2c(-c3ccc(Cl)cc3)csc2nc2n1CCC2 | -11 | -1 | 10 | -3 | 0 | -4 | 1.1 | -1 | 109
COc1nc(C)nc2c1sc(=S)n2C | 19 | -3 | -8 | 3 | -2 | 3 | 4.4 | -5 | 89
O=C(NCc1ccc(Cl)cc1)C1CCCN1C(=O)Nc1ccccc1 (centres undefined) | -5 | 11 | -2 | 0 | 1 | 1 | 1.3 | 3 | 103
CS(=O)(=O)c1ccc2nc(NC(=O)CS(=O)(=O)Cc3ccccc3)sc2c1 | 52 | -5 | 14 | 3 | 1 | -1 | 5.2 | -7 | 78
CC/S(CC1CC1(Cl)Cl)=N\S(=O)(=O)c1ccc(C)cc1 (centres undefined) | -1 | -5 | -7 | -3 | -1 | -5 | 0.8 | -15 | 81
CCOc1cc(C(C(=O)NCC2CCCO2)N(C(=O)Cn2nnc3ccccc32)c2ccccc2C)ccc1O (centres undefined) | 4 | -4 | -19 | -4 | 2 | -1 | 1.5 | -9 | 95
Cc1cccc(C)c1NS(=O)(=O)c1ccc(F)cc1 | 2 | -8 | 7 | -1 | 2 | -4 | 0.6 | 2 | 103
COC(=O)c1sc(=S)sc1C(=O)OC | -5 | -2 | -1 | 7 | -4 | -1 | -0.6 | -15 | 113
O=C(CCCOc1ccc(Cl)cc1Cl)NCCCO | 3 | 0 | 10 | -2 | -5 | -3 | 1.5 | 13 | 105

Source: PubChem BioAssay
